Caspase-7 inhib = caspase-7 (human) inhibition, allosteric or competitive; recombinant caspase-7, Ac-DEVD-AFC fluorescence rate; Potency, µM (doses to about 57.5 µM), for the others: at the top dose activity change, negative = inhibition, actives largely listed as inhibitors; hit rate 0.02% among 75,000; active means well fitted inhibition curve with a large enough effect in the main read-out, with a control signal flat, not every such curve was filed as active; inconclusive means small, poorly fitted or top-dose-only effect, or a change in a side signal; further: potency means the concentration at half of the fitted maximal effect; % of control where 0% means no effect
Target sequence (P55210 24-198 limits assumed): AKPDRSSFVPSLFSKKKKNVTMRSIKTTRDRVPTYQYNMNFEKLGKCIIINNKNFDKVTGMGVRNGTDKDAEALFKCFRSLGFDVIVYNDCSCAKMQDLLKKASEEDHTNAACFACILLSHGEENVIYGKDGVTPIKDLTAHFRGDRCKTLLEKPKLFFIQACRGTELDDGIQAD
Target sequence (P55210 207-303 limits assumed): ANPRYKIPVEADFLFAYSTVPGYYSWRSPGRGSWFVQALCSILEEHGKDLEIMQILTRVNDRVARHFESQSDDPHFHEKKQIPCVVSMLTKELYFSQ
DNA Pol III inh = DNA polymerase III holoenzyme inhibition; reconstituted DNA polymerase III holoenzyme replication, biochemical; Potency, µM (series often up to 57.1 µM), for inactives: at the highest dose activity change, negative = inhibition; hit rate 0.25% among 71,000; AID 603; further: potency means the concentration at half of the fitted maximal effect; on the % scale 0 is the no-effect control and ±100 the full control effect
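Reconstituted *E. coli* holoenzyme (0.35 nM Pol III, 1 nM beta, 154 nM SSB, 2 nM primase) was preincubated with compound for 15 min at RT. Synthesis on 1.4 nM ssM13Gori ran 35 min, then was stopped with PicoGreen/EDTA and read as dsDNA fluorescence.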
ALOX15 inhib = inhibitors of human 15-lipoxygenase (ALOX15); hit rate 1.4% among 74,000; purified 15hLO-1, xylenol orange hydroperoxide absorbance; P16050; Potency, µM (doses to about 57.1 µM), for the others: at the top dose activity change, negative = inhibition, most hits filed as inhibitors; AID 887; further: potency means the concentration at half of the fitted maximal effect; on the % scale 0 is the no-effect control and ±100 the full control effect; nearly all actives have a fitted effect of over 55% in size
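Inhibition is scored from a chromogenic endpoint. After 15 min enzyme-compound contact, arachidonic acid (50 uM final) reacts 6 min with 40 nM 15hLO-1 at room temperature, then Fe-XO reagent is added for 30 min and absorbance ratio recorded.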
Casp1 inh = allosteric or competitive inhibitors of human caspase-1. P29466. Caspase-1 enzyme, Ac-WEHD-AFC fluorogenic rate. Potency, µM (titrated, usually from 57.5 µM), inactives show at the top dose activity change, negative = inhibition, actives largely listed as inhibitors. hit rate 0.03% among 75,000. AID 900;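 further: potency means the concentration at half of the fitted maximal effect; plate controls were vehicle for no effect and no substrate for full effect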
Tau filament bind = binds recombinant human tau filaments. Potency, µM (titrated, usually from 57.1 µM), inactives show at the highest dose activity change, negative = inhibition. recombinant tau filaments, thioflavin S fluorescence, 15 h; filaments grown with octadecylsulfate alongside compound. hit rate 2% among 71,000. P10636;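 further: potency means the concentration at half of the fitted maximal effect; on the % scale 0 is the no-effect control and ±100 the full control effect; actives lower thioflavin S fluorescence by blocking filaments or displacing dye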
Target sequence (P10636 whole entry, looked up): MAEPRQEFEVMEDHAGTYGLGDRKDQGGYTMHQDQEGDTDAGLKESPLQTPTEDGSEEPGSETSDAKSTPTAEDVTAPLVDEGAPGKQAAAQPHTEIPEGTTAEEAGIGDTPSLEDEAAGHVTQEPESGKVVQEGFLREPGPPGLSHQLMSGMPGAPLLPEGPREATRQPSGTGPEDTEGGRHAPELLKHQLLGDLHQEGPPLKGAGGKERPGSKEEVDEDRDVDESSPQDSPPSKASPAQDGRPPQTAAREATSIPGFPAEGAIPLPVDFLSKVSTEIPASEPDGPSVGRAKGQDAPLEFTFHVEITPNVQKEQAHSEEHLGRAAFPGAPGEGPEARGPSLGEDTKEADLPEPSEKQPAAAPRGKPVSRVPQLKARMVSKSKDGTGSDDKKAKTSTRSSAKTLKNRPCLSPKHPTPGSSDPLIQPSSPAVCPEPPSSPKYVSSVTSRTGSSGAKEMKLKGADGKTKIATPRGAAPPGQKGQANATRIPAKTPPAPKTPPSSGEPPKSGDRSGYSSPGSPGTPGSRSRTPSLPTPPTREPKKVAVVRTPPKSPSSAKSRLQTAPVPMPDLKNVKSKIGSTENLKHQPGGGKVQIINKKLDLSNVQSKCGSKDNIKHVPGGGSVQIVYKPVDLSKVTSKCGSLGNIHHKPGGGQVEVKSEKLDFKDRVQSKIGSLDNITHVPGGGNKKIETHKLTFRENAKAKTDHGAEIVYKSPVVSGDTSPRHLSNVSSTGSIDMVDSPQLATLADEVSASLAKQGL
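Recombinant tau protein (human, 1 uM final) plus 30 uM ODS in HEPES pH 7.4 with NaCl, DTT and thioflavine S. Compound present from the start; fluorescence at 510 nm after 15 h, 37 C.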
USP2a inh = blocks human ubiquitin-specific protease USP2a; O75604; hit rate 0.1% among 60,000; AID 927; USP2a enzymatic assay, qHTS inhibition; Potency, µM (highest dose often 38.3 µM), for inactives: at the top dose activity change, negative = inhibition, most hits filed as inhibitors;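 further: potency means the concentration at half of the fitted maximal effect; nearly all actives have a fitted effect of over 60% in size; plate controls were DMSO for no effect and NEM full inhibition control for full effect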
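20 nM USP2 core + cpd, 30 min RT; add 20 nM Ub-PLA2/20 uM NBD C6-HPC; read Ex460/Em535 at 0 h and 2.5 h. Normalized to NEM; qHTS curve fit/classification.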
BRCT inh red = inhibitors of human BRCA1 BRCT-phosphoprotein interaction (red fluorophore); BRCT-phosphopeptide binding, red fluorescence polarization; P38398; Potency, µM (top dose mostly 76.9 µM), without a hit: at the top dose activity change, negative = inhibition, most hits filed as inhibitors; hit rate 0.03% among 75,000; AID 892; further: on the % scale 0 is the no-effect control and ±100 the full control effect
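Fluorescence polarization: 100 nM His-tagged BRCA1 BRCT with 100 nM TAMRA-labelled phospho-BACH1 decapeptide, phosphate buffer pH 7.3 with 150 mM NaCl, DTT, 0.01% Tween 20; 12 min RT. Binding inhibition seen as FP decrease.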
Rhodamine fluor = rhodamine region autofluorescence | Rhodamine-region fluorescence, 547/598 nm, Tris buffer; active compounds read high | max dye-equivalent concentration, M | hit rate 0.05% among 59,000 | AID 594; in the data active means max dye-equivalent concentration above about 11 nM; inconclusive means between about 1.1 nM and that limit
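Steps: pin-transfer compounds into pH 8.0 Tris (100 mM), hold 15 min at room temperature, image with a 547/598 nm filter pair, and convert intensities to rhodamine-equivalent concentration using a six-point on-plate rhodamine series.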
HADH2 inh = blocks human hydroxyacyl-CoA dehydrogenase type II; recombinant HADH2, NADH fluorescence, beta-hydroxybutyryl-CoA; hit rate 3.4% among 73,000; AID 886; Potency, µM (top dose mostly 57.1 µM), for the others: top-dose activity change, negative = inhibition, usual class: inhibitors; Q99714; further: potency means the concentration at half of the fitted maximal effect; on the % scale 0 is the no-effect control and ±100 the full control effect; nearly all actives have a fitted effect of over 60% in size; many of its hits are not listed in these tables
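20 nM HADH2 + cpd, 15 min RT; add 1 mM NAD+/90 uM beta-hydroxybutyryl-CoA; kinetic fluorescence 360/450 nm, 4 min. Tris-HCl pH 9.0, 0.01% Tween-20.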
HEK293 cAMP ctrl = parental HEK293 cAMP activation (counter-screen). parental HEK293 CNG cAMP sensor, membrane potential fluorescence. Potency, µM (top dose mostly 57.1 µM), without a hit: at the highest dose activation, usual class: activators. hit rate 2.5% among 73,000. AID 938; further: potency means the concentration at half of the fitted maximal effect; % of control where 0% means no effect; nearly all actives have a fitted effect of over 55% in size
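Parental HEK 293 cells stably expressing a modified CNG channel (no TSHR) report cAMP rise as membrane depolarization. Membrane potential dye with 100 uM RO 20-1724 was loaded for 60 min at room temperature, then compound added for 30 min; fluorescence read at 590 nm.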
BRCT inh green = BRCA1 BRCT-phosphoprotein interaction inhibition; AID 875; Potency, µM (top dose mostly 76.9 µM), without a hit: at the top dose activity change, negative = inhibition, actives largely listed as inhibitors; P38398; hit rate 0.05% among 75,000; BRCA1 BRCT-phosphopeptide binding, green fluorescence polarization;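 further: potency means the concentration at half of the fitted maximal effect; plate controls were peptide without protein for full effect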
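Compounds were incubated for 12 min at room temperature with a complex of 100 nM fluorescein-tagged pBACH1 decapeptide and 250 nM His-tagged BRCT protein. Buffer was phosphate pH 7.3 with EDTA, DTT and Tween 20. Disruption of binding lowers the polarization signal.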
Active calls of the source: *; i = inactive; u = inconclusive; x = not tested or not shown; [ ] = another dose, or the depositor's remark. Unless noted, the call rests on the fitted dose curve; in most records, active means well fitted curve in the direction sought with a large enough effect; inconclusive means small, poorly fitted or top-dose-only effect, or another doubt; inactive means no such curve, though single readings can be large; an effect the other way counts as inactive or inconclusive. This is a subset (hit frequency here may not be typical).

SMILES	Caspase-7 inhib	DNA Pol III inh	ALOX15 inhib	Casp1 inh	Tau filament bind	USP2a inh	BRCT inh red	Rhodamine fluor	HADH2 inh	HEK293 cAMP ctrl	BRCT inh green
COc1ccc(CNC(=O)CSc2nnnn2-c2ccccc2)cc1	1%	-8%	-1%	-1%	2%	0%	-1.1%	x	0%	20%	-0.6%
COC(=O)c1ccsc1NC(=O)CSc1nnnn1Cc1ccccc1	2%	10%	0%	0%	-17%	-4%	0.1%	i	5%	18%	-1.6%
C=CCn1c(SCC(=O)/C(C#N)=C(\C)N)nc2sc(CC)cc2c1=O	-3%	-2%	-2%	0%	7%	18%	1.8%	i	-6%	-5%	7.3%
COc1ccc(NC(=O)C2CCN(S(=O)(=O)c3cccnc3)CC2)cc1Cl	-1%	0%	5%	1%	94%	x	0.6%	x	17%	u	-2.2%
COCCCNC(c1ccccc1)c1ccncc1 (stereo not drawn)	1%	-7%	9%	-2%	3%	-5%	-1.0%	i	-2%	8%	-2.9%
CCOC(=O)c1c(NC(=O)CSc2nc3c(c(=O)n(C)c(=O)n3C)n2C(C)C)sc(C)c1C	1%	2%	-4%	0%	-4%	-5%	0.3%	i	27%	13%	-0.1%
O=P(O)(CCc1ccccc1)CN1CCCCC1	1%	3%	-2%	-1%	-4%	-1%	1.6%	x	-2%	10%	-2.1%
O=S(=O)(c1ccc(Cl)cc1Br)N1CCCCC1	-1%	4%	-7%	0%	-7%	-3%	0.3%	i	2%	u	0.2%
CC(=O)N1CCCc2cc(S(=O)(=O)N(C)CCC#N)ccc21	1%	1%	2%	6%	1%	12%	-1.2%	i	-1%	3%	-1.4%
COc1ccc(-n2c(SCCC(=O)O)nnc2-c2ccncc2)cc1	1%	-2%	8%	0%	7%	5%	0.4%	i	2%	1%	-0.3%
O=S(=O)(c1ccc(Br)s1)N1CCN(c2ccccn2)CC1	-5%	2%	-27%	-1%	90%	-1%	-0.7%	i	-4%	12%	2.3%
O=C(Nc1ccc(S(=O)(=O)N2CCOCC2)cc1)c1ccco1	-1%	-6%	4%	0%	-5%	-8%	-3.1%	i	-5%	u	-1.6%
CC(C(=O)NCC1(c2ccccc2)CCCC1)N1CCOCC1 (stereo not drawn)	0%	-8%	-3%	3%	2%	9%	0.3%	i	3%	6%	-0.1%
CC(=O)OCc1ccc2c(c1)OCO2	1%	-7%	-10%	-1%	14%	x	-0.2%	x	-9%	13%	0.1%
Cc1ccc2occ(C(c3nnnn3C3CCCC3)N3CCN(C(=O)c4ccco4)CC3)c(=O)c2c1 (stereo not drawn)	-1%	-11%	-9%	2%	6%	44%[activator]	-1.7%	i	-2%	7%	3.2%
O=C(CSc1nc(N2CCCCC2)nc(N2CCCCC2)n1)c1ccccc1	-3%	-2%	-22%	-2%	29%	-8%	-1.6%	i	-6%	-2%	-1.9%
COc1ccc(NC(=O)CSc2nnc(-c3ccccc3Cl)n2Cc2ccco2)c(OC)c1	-9%	-3%	-8%	-1%	-13%	12%	-1.6%	i	-10%	20µM*	-2.1%
O=C(CSc1nnnn1-c1ccc2c(c1)OCCO2)N1CCc2ccccc21	0%	-1%	1%	1%	6%	11%	-0.4%	i	11%	18%	-0.5%
CCc1ccc(NC(=O)CS(=O)CC(=O)NCC2OCCc3ccccc32)cc1 (stereo not drawn)	2%	2%	-7%	-2%	-1%	13%	-0.3%	i	2%	10%	-0.6%
COc1ccc(NC(=O)NC2(C(=O)N3CCCCCC3)CCCCC2)cc1	-1%[0.00368 µM]	0%	-7%	1%	-16%	6%	-0.4%	i	-1%	15%	-1.7%
C/C(Cl)=C/Cn1c(SCCN2CCOCC2)nc2c1c(=O)[nH]c(=O)n2C	-1%	-6%	-20%	-2%	-7%	1%	-1.9%	i	-18%	5%	-0.5%
O=C(NCc1ccco1)C(c1ccccc1F)N(Cc1cccnc1)C(=O)Cn1nnc2ccccc21 (stereo not drawn)	2%	-5%	11%	-1%	-5%	12%	1.5%	i	5%	u	-2.4%
COc1cccc(-c2nc(CS(=O)(=O)CC(=O)Nc3cccc(C)c3C)c(C)o2)c1	-2%	1%	-6%	-2%	i	x	1.2%	x	14%	25µM*	-0.8%
Cc1noc(C)c1-c1nccc(N(C)Cc2ccco2)n1	-4%	-1%	u	-1%	-1%	43%[activator]	-3.0%	i	u	-1%	0.7%
C=C(C)C(O)/C=C/C=C/c1ccccc1 (stereo not drawn)	-2%[11.5 µM]	x	-4%[11.4 µM]	-2%[11.5 µM]	x	x	0.9%[15.4 µM]	x	-9%[11.4 µM]	-1%[11.4 µM]	0.2%[15.4 µM]
CCOC(=O)c1ccccc1NC(=O)COc1ccccc1	-1%	2%	-6%	0%	58%	-8%	-0.1%	i	-16%	u	-0.4%
CC1CCCCN1CCCNC(=O)C1CCN(c2nc3ccccc3o2)CC1 (stereo not drawn)	-4%	-4%	5%	-3%	7%	x	0.7%	x	1%	10%	-1.6%
O=C(Cn1nnc2c(cnn2-c2ccccc2)c1=O)N1CCN(c2ccccc2F)CC1	-3%	4%	10%	-2%	u	20%	-0.1%	i	1%	10%	0.0%
OB(O)c1cc2ccccc2s1	0%	x	-2%	1%	x	x	-0.8%	x	-8%	21%	1.1%
O=C(CCC1COc2ccccc2O1)Nc1ccc(Cl)cn1 (stereo not drawn)	-1%	-6%	-3%	-1%	-6%	5%	-1.1%	i	-6%	28%	-0.3%
N#Cc1cc(Sc2ccccn2)c(Sc2ccccn2)cc1C#N	1%	2%[11.4 µM]	-4%[11.4 µM]	-3%	-23%[11.4 µM]	-1%[7.66 µM]	1.3%	x	-3%[11.4 µM]	13%[11.4 µM]	-6.6%
COc1ccc(C)cc1-n1nnnc1SCC(=O)Nc1cc(C)on1	-4%	1%	0%	-3%	14%	-3%	-2.9%	i	14%	6%	-1.3%
CC(C)NC(=O)CCNS(=O)(=O)c1ccc(Br)cc1	-1%	-2%	-1%	-1%	-6%	4%	0.1%	i	6%	7%	-2.6%
CCOc1ccc(-n2c(COc3ccccc3)nnc2SCC(N)=O)cc1	-1%	-11%	-8%	1%	-16%	5%	0.8%	i	-1%	5%	-6.0%
Cc1cc(C(=O)OCC(=O)N2CC(=O)Nc3ccccc32)no1	-4%	0%	9%	-3%	-1%	1%	-0.7%	i	8%	3%	-0.8%
Cn1c(C(=O)N2CCCC(C(=O)NCCCc3ccccc3)C2)cc2sccc21 (stereo not drawn)	0%	-8%	-12%	-2%	-5%	4%	-1.6%	i	-1%	u	-0.6%
Cc1ccc(S(=O)(=O)N2CCN(C(=O)COc3ccc(-c4nnco4)cc3)CC2)cc1	0%	1%	-5%	0%	6%	20%	-1.6%	i	3%	6%	-1.7%
Cc1csc(=N)n1CC(=O)N1CCc2ccccc21	-1%	0%	2%	1%	-7%	-11%	0.0%	i	-3%	1%	-1.1%
CCOC(=O)c1cn(CC)c2cc(N3CCOCC3)c(F)cc2c1=O	0%	-6%[11.4 µM]	-2%[11.4 µM]	-3%	16%[11.4 µM]	1%[7.66 µM]	0.8%	x	11%[11.4 µM]	-5%[11.4 µM]	-0.1%
OC(COc1ccc2cc(Br)ccc2c1)CN1CCCC1 (stereo not drawn)	-1%	-1%	-9%	-2%	88%	5%	-1.4%	i	5%	14%	2.1%
CCCn1c2c(c(O)c(C(=O)Nc3ncccc3C)c1=O)CCCC2	-2%	-14%	20%	0%	9%	-9%	-1.8%	i	-4%	18%	1.3%
CCCNC(=O)CCNC(=O)c1ccc(C(C)(C)C)cc1	1%	-1%	3%	-1%	-2%	11%	-0.9%	i	13%	-2%	-2.9%
Cc1nc2c(c(=O)n1CCC(C)C)c1nc3ccccc3nc1n2Cc1ccc2c(c1)OCO2	0%	-3%	11%	-1%	-12%	-3%	-2.4%	i	2%	21%	2.0%

3 compounds already listed, ordered by number of heavy atoms, low to high:
SMILES	Caspase-7 inhib	DNA Pol III inh	ALOX15 inhib	Casp1 inh	Tau filament bind	USP2a inh	BRCT inh red	Rhodamine fluor	HADH2 inh	HEK293 cAMP ctrl	BRCT inh green
CCCNC(=O)CCNC(=O)c1ccc(C(C)(C)C)cc1	1%	-1%	3%	-1%	-2%	11%	-0.9%	i	13%	-2%	-2.9%
N#Cc1cc(Sc2ccccn2)c(Sc2ccccn2)cc1C#N	1%	2%[11.4 µM]	-4%[11.4 µM]	-3%	-23%[11.4 µM]	-1%[7.66 µM]	1.3%	x	-3%[11.4 µM]	13%[11.4 µM]	-6.6%
CCOC(=O)c1cn(CC)c2cc(N3CCOCC3)c(F)cc2c1=O	0%	-6%[11.4 µM]	-2%[11.4 µM]	-3%	16%[11.4 µM]	1%[7.66 µM]	0.8%	x	11%[11.4 µM]	-5%[11.4 µM]	-0.1%
